Assay outcomes deposited in PubChem by several laboratories.
Yeast lifespan up: yeast lifespan extension. S. cerevisiae growth with nicotinamide, OD615; deaD strain in restrictive glucose medium. inhibition of the nicotinamide effect, % at 10 µM. hit rate 0.68% among 130,000;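 active = inhibition above a set limit, placed 3 SD over the median of all compounds, cut at about 26% in these data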;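 note: 0% = nicotinamide-treated wells and 100% = cells grown without nicotinamide; some compounds called inactive have numbers as strong as hits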
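Test system: DeaD-strain S. cerevisiae / Buffer or medium: restrictive glucose medium / Also added: nicotinamide 1.5 mM / Doses: one concentration, 10 µM, DMSO 0.25% / Schedule: 48 h at 30 °C / Signal: OD615 measurement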
GALR2 antag: blocks the human galanin receptor 2; hit rate 0.39% among 140,000; AID 828; inhibition, % at 4 µM; O43603; GALR2-expressing cells, antagonist mode; in the data active = inhibition above about 27%;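 note: cells stimulated with galanin 1-16 at roughly its EC80; 0% = agonist challenge control and 100% = basal control without agonist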
Target sequence (O43603 whole entry, looked up): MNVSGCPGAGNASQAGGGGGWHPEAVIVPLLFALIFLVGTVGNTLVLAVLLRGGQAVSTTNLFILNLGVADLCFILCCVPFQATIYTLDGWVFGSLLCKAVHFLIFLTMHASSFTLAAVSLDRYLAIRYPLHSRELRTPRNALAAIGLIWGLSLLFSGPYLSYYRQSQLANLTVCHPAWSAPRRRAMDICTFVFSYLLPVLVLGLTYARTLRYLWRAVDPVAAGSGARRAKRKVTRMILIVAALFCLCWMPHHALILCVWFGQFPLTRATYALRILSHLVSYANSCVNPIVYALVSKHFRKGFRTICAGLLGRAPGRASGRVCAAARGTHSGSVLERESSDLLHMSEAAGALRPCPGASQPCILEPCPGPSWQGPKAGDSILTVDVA
Phagocytosis inh: inhibitors of macrophage phagocytosis | inhibition, % at 5 µM | J774A.1 macrophage IgG-bead phagocytosis, imaging | AID 1029 | hit rate 0.07% among 110,000;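 active = inhibition above the mean of the plate negative controls plus 5 SD, cut at about 13% in these data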;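 note: phagocytic index as fraction of beads internalized from green versus red external bead signal; plate controls were DMSO negative control for no effect and cytochalasin-D positive control for full effect; some results beyond the cut were filed as inactive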
HCT116 bCat-KO: beta-catenin-lacking colon tumor cell growth suppression; HCT116 beta-catenin knockout viability, CellTiter-Glo, 60 h; stronger effect = lower value; viability, % at 10 µM; hit rate 1.5% among 140,000; AID 818;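 active = viability at or under a set limit, the compound median less 4 SD, cut at about 6% in these data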;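 note: 0% = Hyamine 1622 control at 20 µM and 100% = untreated cell control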
PTEN del growth: growth suppressors of cells with PTEN tumor suppressor deletion | hit rate 1.2% among 140,000 | HCT116 PTEN-null viability, CellTiter-Glo, 60 h; stronger effect = lower value | viability, % at 10 µM;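 active = viability at or below a set limit, 4 SD under the median of all tested compounds, cut at about 3.7% in these data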;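 note: PTEN knockout HCT116 line with beta catenin targeted HCT116 as companion control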
E-sel TNF inh: blocks E-selectin expression induced by TNF alpha. HUVEC TNFa-induced E-selectin immunofluorescence, high content. inhibition, % at 2 µM. hit rate 0.71% among 120,000. AID 1246;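 active = inhibition above the batch mean plus 3 SD, and confirmed as a hit on visual image review, cut at about 43% in these data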;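 note: 0% = TNF-stimulated DMSO wells and 100% = unstimulated control wells; not every result past the cut was called active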
NPY Y2 blocker: antagonists of human neuropeptide Y receptor Y2. P49146. inhibition, % at 2.7 µM. NPY-Y2 expressing cells, antagonist mode. hit rate 0.99% among 140,000; in the data active = inhibition above about 17%;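 note: 0% = vehicle with agonist challenge and 100% = reference antagonist with challenge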
Target sequence (P49146 whole entry, looked up): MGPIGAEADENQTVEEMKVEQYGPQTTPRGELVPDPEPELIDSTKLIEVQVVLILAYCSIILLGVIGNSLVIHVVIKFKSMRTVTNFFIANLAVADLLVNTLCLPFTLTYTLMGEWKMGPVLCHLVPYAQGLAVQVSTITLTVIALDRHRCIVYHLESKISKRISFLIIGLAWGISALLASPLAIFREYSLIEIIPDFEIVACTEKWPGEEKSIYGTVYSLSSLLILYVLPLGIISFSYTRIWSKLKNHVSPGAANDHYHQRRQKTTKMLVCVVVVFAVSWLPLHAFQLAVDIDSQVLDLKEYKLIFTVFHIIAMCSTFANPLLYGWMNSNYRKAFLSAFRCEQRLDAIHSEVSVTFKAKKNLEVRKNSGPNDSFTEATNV
Measles CPE: protection of cells from measles virus. hit rate 1.5% among 140,000. protection (pct of control), % at 4 µM. Measles virus-infected cells, CPE protection, absorbance. AID 841; in the data active = protection mostly above about 24%, no sharp cut-off; inactive = mostly below about 26%; note: some compounds called inactive have numbers as strong as hits
Yeast growth inh: yeast BB579 growth reduction in restrictive medium. inhibition, % at 10 µM. S. cerevisiae BB579 growth, OD615, 48 h. hit rate 0.51% among 140,000;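 active = inhibition above a set limit, 3 SD over the mean compound inhibition, cut at about 44% in these data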; note: inactives centre near -24
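System: Saccharomyces cerevisiae DeaD strain BB579, replicative lifespan model yeast. Buffer or medium: restrictive glucose-based CSMM-D medium. Doses: one dose, 10 µM compound with 0.25% DMSO. Timing: 4 h preincubation and 48 h exposure at 30 °C. Detection: turbidity as optical density at 615 nm. Benchmarks: amphotericin B 10 µg/mL, positive.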
MRP-1 activ: activates MRP-1; viability increase, % at 10 µM; hit rate 0.61% among 140,000; AID 799; H69AR cells + doxorubicin, viability rescue, CellTiter-Glo;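 active = viability gain under doxorubicin at or above a set limit, the compound median plus 3 SD, cut at about 4.7% in these data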;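 note: MRP-1 overexpressing cells given doxorubicin 25 µM after compound pretreatment; 18-22 h compound pretreatment then 72 h with doxorubicin before readout; 0% = doxorubicin-only wells and 100% = vehicle-treated cells without doxorubicin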
* hit, by the source's call; . = not tested or not shown; & = joins results of further samples.

SMILES	Yeast lifespan up	GALR2 antag	Phagocytosis inh	HCT116 bCat-KO	PTEN del growth	E-sel TNF inh	NPY Y2 blocker	Measles CPE	Yeast growth inh	MRP-1 activ
O=C1CC(Nc2ccc(N3CCOCC3)cc2)C(=O)N1c1ccccc1F (stereo not given)	-10	1	.	92	91	17	1	7	9	-2.8
Clc1ccc(CN2CCCCCCC2)cc1	6	-7	-4	95	88	-15	4	25	-11	-2.4
COC(=O)c1cnn(-c2cc(Oc3cccc(C)c3)ncn2)c1N	-15	1	.	78	73	41	5	16	-53	-0.2
O=C(CN(Cc1cccs1)C(=O)CNS(=O)(=O)c1ccc(Cl)cc1)NCc1ccco1	-7	8	-1	92	101	9	3	8	-71	-1.2
O=C(COC(=O)CCc1c[nH]c2ccccc12)Nc1ccc([N+](=O)[O-])cc1	5	-5	-4	89	100	.	7	6	-34	-2.6
Cc1ccc(S(=O)(=O)N(C)c2ccc(C(=O)N3CCC(C(N)=O)CC3)cc2)cc1	0	4	1	92	96	-18	0	12	-46	-0.4
O=C(/C=C/c1cccs1)N1CCc2ccccc21	-6	17	-5	59	55	4	11	5	-31	-4.1
CCN(CC)S(=O)(=O)c1ccc(NC(=O)COC(=O)CCc2cc(OC)c(OC)c(OC)c2)cc1	1	-4	.	90	90	23	3	7	-34	0.7
CCCCCCn1c(C(C)NC(=O)c2ccco2)nc2ccccc21 (stereo not given)	-19	-11	3	88	86	-22	4	10	12	0.8
C=CCn1c(=N)n(CC(=O)O)c2ccccc21	1	-1	-1	92	106	27	1	8	-63	-1.1
CCc1ccc2[nH]c(=O)c(CN(Cc3ccccc3)C(=O)Nc3ccccc3OC)cc2c1	-10	-4	.	45	44	-12	8	5	-38	-2.2
O=C(CCC(=O)c1cccs1)OCC(=O)N1CCN(S(=O)(=O)c2ccccc2)CC1	-3	6	0	97	97	.	-1	14	-3	0.2
Nc1ncnc(Nc2ccc(F)cc2)n1	-3	17	0	97	104	.	0	5	-15	-0.8
N#CCCn1cnc2ccccc21	-7	18	0	103	95	-30	1	6	-28	-2.1
CCCCC(=O)N/N=C/c1ccc(N2CCOCC2)c([N+](=O)[O-])c1	3	-10	-3	94	94	-6	21*	1	-35	-2.2
O=C(NC1CCCC1)C1CC(=O)N(C2CCCCCCC2)C1 (stereo not given)	-9	-26	.	88	90	-6	6	11	-29	-0.5
Oc1ccc(C2Nc3cccc4cccc(c34)N2)c(O)c1	-18	-3	.	95	81	13	-2	27	-11	-0.8
CC1CCCCN1S(=O)(=O)c1ccc(C(=O)Nc2ccccc2-c2nc3ccccc3[nH]2)cc1 (stereo not given)	2	4	-7	34	22	.	2	1	-37	-1.9
COCCNc1nnc(SCC(=O)Nc2cc(-c3ccccc3)nn2-c2ccccc2)s1	5	12	-12	86	91	.	3	5	-19	-0.4
COC(=O)c1ccc(NC(=O)COC(=O)c2cccc3c(=O)c(C)c(-c4ccccc4)oc23)cc1	0	-9	-1	84	87	.	1	17	-22	0.3
COc1ccc(C(C(=O)NC2CCCC2)N(CCN(C)C)C(=O)c2snc(C(N)=O)c2N)cc1 (stereo not given)	-21	1	-1	103	93	43	2	4	21	-3.7
O=C1OCc2cc(NC(=O)C3CCCCC3)ccc21	-10	3	-1	76	91	4	4	2	14	-0.8
O=C(C1CCC(CNc2nc(=S)[nH]c3ccccc23)CC1)N1CCN(c2ccccn2)CC1 (stereo not given)	-4	-6	-3	31	25	.	0	31	-11	-0.8
Cc1ccc(NC(=O)/C(C#N)=C/c2ccc(Sc3nc(C)cc(C)n3)o2)cc1	-8	6	.	109	98&92	-18	1	4	-32	1.1
C=CCSc1nnc(-c2ccncc2)n1-c1ccc(OCC)cc1	-3	2	-1	93	90	-24	1	3	-51	-3.2
Cn1cnnc1SCC(=O)Nc1ccc2c(c1)CCC2	-10	-7	.	106	102	-11	-1	3	-20	0.1
C=CCN(CC=C)S(=O)(=O)c1ccc2nsnc2c1	-3	5	1	103	91	2	5	6	-86	-1.5
CC(=O)OCC1O[C@@H](O[C@@H]2C[C@H]3C(C)(C)[C@H](OC(C)=O)CC[C@]3(C)[C@H]3CC[C@]45C[C@]4(CC[C@H]5[C@@H](C)C[C@@H](O)[C@H](O)C(C)(C)O)[C@@]32C)[C@H](O)[C@@H](O)[C@@H]1O (stereo not given in full)	0	-12	.	1.1*	1.0*	10	0	10	2	-5.0
CCC/C(=N\NC(=O)c1ccc(CSc2nncn2C)cc1)c1ccccc1	-5	-1	8	101	94	11	1	9	-16	-1.5
CCc1nc(NCC(C)C)c(C#N)c2c1COC(C)(C)C2	-3	-11	0	94	96	.	-1	19	-30	-0.9
Cc1cccc(Cn2c(SCCN3CCOCC3)nc3c2c(=O)n(C)c(=O)n3C)c1	-2	0	-1	92	105	-21	4	5	-13	-2.1
O=C(CN1C(=O)c2cccc3cccc1c23)N1CCN(c2ccccc2)CC1	-1	4	-1	92	98	-16	1	0	-41	-1.0
COc1cc(CN2CCC(C(=O)NC3CCCC3)CC2)cc(Br)c1O	1	3	0	92	110	-5	2	21	-67	-1.5
Cc1ccc(CCC(=O)Nc2ncc(Cc3cc(Cl)ccc3Cl)s2)o1	6	15	1	12	11	19	24*	2	-67	-3.9
CCOC(=O)c1nc2nc(-c3cccs3)cc(C(F)(F)F)n2n1	-2	4	.	96	94	.	1	22	-36	-0.9
O=C(Oc1ccc2ccccc2c1Cl)N1CCCCCC1	-6	-17	-4	73	78	.	5	30*	-20	0.9
O=C(CSc1nnc(Cc2cc(=O)[nH]c(=O)[nH]2)n1-c1ccccc1)N1CCCc2ccccc21	-3	10	.	99	93	.	5	5	-20	-0.7
CCCCS(=O)(=O)NC1=NCN(CCO)CN1	-14	-12	1	110	101	.	5	5	-13	-1.1
CCOC(=O)NC(=O)C(=CNc1cccc(OC)c1)C(=O)NC(=O)OCC	5	1	-3	92	104	1	-1	5	-60	-0.1
O=C(Nc1ccncc1)c1ccc(F)cc1	-19	-10	.	92	93	2	2	7	-54	-0.1
Cc1cccc(NC(=S)N=Nc2c(O)n(C)c3ccc(S(=O)(=O)N4CCOCC4)cc23)c1	1	-9	-2	16	13	33	-4	3	-39	-1.8
CC(C)[C@@H]1NC(=O)N(c2ccc(Oc3ccccc3)cc2)C1=O	-12	-4	1	85	97	2	-2	6	-16	-0.5
O=C(Nc1ccccc1C(=O)N1CCN(Cc2ccccc2)CC1)c1ccccn1	-3	-5	1	92	94	42	-1	7	-19	-1.4
COc1ccccc1C(=O)NC(C)c1nc2ccccc2[nH]1 (stereo not given)	-1	5	-5	79	84	.	1	22	-29	0.1
CCOC(=O)C(C)Oc1cccc2c(=O)n(CC(=O)N3CCCc4ccccc43)ccc12 (stereo not given)	-10	1	0	86	91	18	0	9	-3	-0.5
CN(CCc1ccccn1)C1CC(=O)N(c2ccc(Cl)cc2)C1=O (stereo not given)	5	-5	-2	86	98	.	2	3	-10	-1.9
CC(C)(C)n1nnnc1C(c1cccs1)N1CCN(C(=O)c2ccco2)CC1 (stereo not given)	-9	0	0	87	92	-22	3	8	-34	-0.9
COc1nc(N/N=C/c2ccccc2F)nc(N2CCCCC2)n1	-15	1	1	79	72	-9	6	8	-37	-0.1
Cc1sc(NC(=O)CN(Cc2ccc(F)cc2)C(=O)C(C)C)c(C(N)=O)c1C	-8	-1	.	84	95	6	-1	28	-43	1.5
CCOC(=O)CNC(=O)c1cccs1	.	1	.	111	103	2	-1	33	-15	3.0
O=C(Nc1c(Cl)cccc1Cl)c1ccc(-c2ccccc2)cc1	-3	3	0	87	94	0	6	10	8	-1.1
CC1=C(C)/C(=N\OS(=O)(=O)c2ccc(C)cc2)C=CC1=O	-10	85*	4	1.8*	1.7*	.	11	1	99*	-5.0
CCOc1ccc(N/N=C(/C#N)C(N)=O)cc1	-8	17	.	96	103	-13	0	10	97*	-1.8
Cc1ccccc1Cn1nc(C)c(NC(=O)c2cc3n(n2)C(C(F)F)CC(C(F)F)N3)c1C (stereo not given)	-6	-4	-1	99	104	2	-3	4	3	-0.2
COc1ccc(NC(=O)c2ccccc2NC(=O)CSc2ccccc2)cc1	0	0	-9	68	79	-28	2	5	-34	-1.4
O=C(NCc1cccc(C(F)(F)F)c1)c1cccc(S(=O)(=O)NCc2ccccc2)c1	8	5	-13	77	72	.	3	19	-27	-2.2
COc1ccc(OC)c([C@@H]2OCCC=C[C@H]2C)c1	2	5	.	97	92	.	2	3	-48	-2.2
COc1ccc(-n2c(N)c(C(=O)NCc3ccco3)c3nc4ccccc4nc32)cc1	-11	-7	-2	8	4	24	4	.	-8	-2.3
O=C1C(=O)N(Cc2cccnc2)C(c2ccccn2)/C1=C(/O)c1ccc(F)cc1 (stereo not given)	5	9	1	102	97	.	0	6	-25	-0.3
O=C(CCN1CCN(C(=O)c2ccco2)CC1)Nc1ccc(F)cc1	-7	6	0	104	103	-10	2	5	-31	-0.9

The list goes on.
SMILES	Yeast lifespan up	GALR2 antag	Phagocytosis inh	HCT116 bCat-KO	PTEN del growth	E-sel TNF inh	NPY Y2 blocker	Measles CPE	Yeast growth inh	MRP-1 activ
O=C(CCc1nc(-c2ccccc2F)no1)NCc1ccco1	-13	-3	-2	87	105	0	0	4	-25	-1.6
O=C(NCc1ccco1)c1ccccc1NS(=O)(=O)c1ccc(Cl)s1	19	-10	0	109	97	12	5	17	-78	-1.1
O=S(=O)(NCc1ccccc1)c1cccc(S(=O)(=O)N2CCOCC2)c1	-11	-4	0	92	91	1	-2	11	9	-0.4
CNC(=O)CSc1nnc(-c2ccco2)n1-c1ccc(C)cc1	.	10	.	89	96	-29	-1	24	-29	-2.4
CCOC(=O)c1cc2sc(C)cc2n1C(C)C(=O)OCC (stereo not given)	-11	0	-1	87	84	-20	0	5	-48	-2.8
CCOC(=O)c1c(NC(=O)c2ccc(N3C(=O)C4C5C=CC(C5)C4C3=O)cc2)sc2c1CCCC2 (stereo not given)	-4	-13	0	80	88	.	-1	6	-40	-3.7
CC1CN(C2CCN(C(=O)c3cccc(Cl)c3)CC2)CC(C)O1 (stereo not given)	-14	10	.	101	100	-5	4	10	-30	-1.4
COc1cc(N=c2c([N+](=O)[O-])nn(-c3ccc4c(c3)OCCO4)n2O)cc(OC)c1	-5	-10	.	0.8*	0.3*	.	2	10	-37	-5.3
CC(=O)Nc1ccc(C(=S)NCc2ccco2)cc1	-16	-7	1	80	88	-9	-1	14	-11	-0.2
COc1ccc2nc(N3CCOCC3)cc(C)c2c1	-6	4	-1	102	109	16	4	3	-62	0.3
Cc1cccc(C)c1Nc1nnc(SCC(=O)Nc2cc(S(=O)(=O)N3CCCCC3)ccc2Cl)s1	6	-8	-12	70	67	3	-1	17	-21	0.2

Rows are unselected. About 6.1% of those tested had a hit in this group.
